# From PubChem BioAssay
# TAG inh – inhibitors of triacylglycerol accumulation, primary screen, cell-based, uHTS, fluorescence, H9c2; actives 0.66% (n = 230,000); H9c2 cells, Nile Red lipid (TAG) fluorescence; cells loaded with 200 µM oleic acid; inhibition, % at 12.5 µM;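 active = pattern-corrected inhibition of lipid staining of at least 50% with the nuclear-stain viability signal not falling by more than 50%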;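 note: 0% = DMSO wells and 100% = triacsin C control wells; some results filed as inactive read as strong as hits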
# TAG inh DAPI viability – also measured in TAG inh; calls as there; DAPI nuclei signal change (viability), lower = more cytotoxic, %;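 whole-well DAPI fluorescence read on a plate reader as a viability signal; minus 50 percent equals half of cells still viable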
# An asterisk follows results filed as active.
SMILES,TAG inh,TAG inh DAPI viability
COc1ccccc1-c1ccc(SCC(=O)NCc2ccc3c(c2)OCO3)nn1,-1.5,-3.1
COc1ccc(OC)c(-c2csc(NC(=O)CSCc3c(C)noc3C)n2)c1,-2.9,-3.9
C#CCOCCOCCOCCNc1nc(N2CCOCC2)nc(N2CCN(C(=O)[C@H](CC(N)=O)n3cc([C@@H](N)C(C)C)nn3)CC2)n1,-1.3,16.2
COCCNC(=O)C(OC(=O)C1=Cc2ccccc2OC1)C(C)C (stereo unspecified),3.3,-3.6
CCOC(=O)C1CCCN(c2c(N3CCOCC3)c(=O)c2=O)C1 (stereo unspecified),2.6,-5.3
CC1Cc2nc(SCC(=O)Nc3ccc4c(c3)OCO4)n(-c3ccc(F)cc3)c(=O)c2S1 (stereo unspecified),9.4,-9.6
COc1cccc2cc(C(=O)c3ccc([N+](=O)[O-])cc3)oc12,-0.1,3.8
CCCCN=C(C)c1c(O)c2ccccc2oc1=O,-17.7,7.3
CN(NS(C)(=O)=O)c1c(C#N)c(C(F)(F)F)nn1C,-5.7,2.7
CCCn1c(SCC(=O)NC2CCCCC2C)n[nH]c1=O (stereo unspecified),-15.8,8.9
COc1ccc(C)cc1S(=O)(=O)n1nc(C)cc1C,-19.5,6.5
CNS(=O)(=O)c1cccc(C(=O)NNC(=O)CN(C)S(=O)(=O)c2ccc(Cl)cc2)c1,-5.5,-15.5

# Profiles as entered above. Order of screens: TAG inh | TAG inh DAPI viability
# Listed for COc1ccc(C)cc1S(=O)(=O)n1nc(C)cc1C → -19.5 | 6.5
# Listed for COc1ccccc1-c1ccc(SCC(=O)NCc2ccc3c(c2)OCO3)nn1 → -1.5 | -3.1

# (next part)
SMILES,TAG inh,TAG inh DAPI viability
COC(=O)c1ccc(NCC(=O)Nc2cc(C)cc(C)c2)cc1,4.0,-12.9
N#C/C(=C\Nc1ccc2cn[nH]c2c1)c1nc(-c2ccc(Cl)cc2)cs1,77.6*,-48.9*
O=C(Nc1ccc(Cl)c(C(F)(F)F)c1)C1Cc2c(-c3ccccc3Oc3ccccc3)ccnc2O1 (stereo unspecified),-78.5,8.5
Cc1ccccc1OCC(=O)NNC(=O)c1cc(S(=O)(=O)N2CCOCC2)ccc1N1CCCC1,11.5,1.3
Cc1cccc(-c2ocnc2C(=O)Nc2ncc(C)s2)c1,9.3,1.1
CSc1sc(C(=O)NCC2CC2)c(-c2cccs2)c1C#N,-4.0,4.9
COC(=O)c1ccc(NC(=O)C2CCCN(S(C)(=O)=O)C2)cc1 (stereo unspecified),4.1,0.6
Cc1ccc(S(=O)(=O)Nc2cccc(S(=O)(=O)Nc3ccccc3C(=O)O)c2)c(C)c1,12.2,-6.0
CCC(C)NC(=O)CCC(=O)Nc1ccc2nc(N3CC(C)CC(C)C3)cc(C)c2c1 (stereo unspecified),2.2,11.0
Cc1ccccc1N/C(SCc1ccc(Cl)cc1)=C(/C#N)C(=O)NCc1ccco1,-23.1,7.4
Cc1ccc(C)c(Nc2nc(N)c3ccccc3n2)c1,-10.1,0.2
CC(C)C[C@@H](CN1CCC[C@@H]1CN1C(=O)C(=O)NC[C@@H]1Cc1ccccc1)N1C[C@H](Cc2ccc(O)cc2)N(CC2CCCCCC2)C(=O)C1=O,-3.3,-2.0
CC(C)C1Cc2c(sc3c2c(=O)n(-c2ccccc2)c2n[nH]c(=S)n32)CO1 (stereo unspecified),2.7,2.3
CC1c2ccsc2CCN1C(=O)NC(=O)c1ccc(Cl)cc1 (stereo unspecified),18.6,-7.1
CCC(=O)NC(c1cccs1)c1cc(Cl)c2cccnc2c1O (stereo unspecified),18.0,-10.5
Cc1cc(C)c2nc(N3CCCC(C(=O)NCCCN4CCOCC4)C3)sc2c1 (stereo unspecified),-4.6,7.8
CCOC(=O)CN1C(=O)C(O)(c2c(C)[nH]c3ccccc23)c2ccccc21 (stereo unspecified),-6.8,-3.9
CC(=O)[C@H]1[C@H](CCc2ccccc2)NC(=O)N(Cc2ccccc2)[C@@H]1C,-15.9,9.3
COc1ccccc1/C=N/NC(=O)c1ccc(-c2ccccc2)cc1,-11.2,0.3
Cc1c(NC(=S)N2CCN(c3ccc(F)cc3)CC2)c(=O)n(-c2ccccc2)n1C,-5.0,-17.1
Cc1cccc(-c2nc3sc(C)cc3c(=O)o2)c1,15.3,8.0
CC(=O)Nc1cccc(NC(=O)CSc2nnc3ccccn23)c1,2.7,-9.4
CC(CCc1ccccc1)NC(=O)CN(C)Cc1ccccc1F (stereo unspecified),-13.9,8.0
Cc1ncc(CN2CCC(C(=O)Nc3ccc(Oc4cccnc4)cc3)CC2)cn1,0.1,-8.9
CC(C)(CN=C1NS(=O)(=O)c2ccccc21)CNC(=O)CN1C(=O)c2ccccc2C1=O,9.8,-9.9
CC(OC(=O)C1CCN(S(=O)(=O)c2ccccc2C(F)(F)F)CC1)C(=O)N(C)Cc1ccccc1 (stereo unspecified),19.8,-4.8
c1ccc(CNCCCn2cnc3c(OCc4ccccc4)ncnc32)cc1,18.7,-1.0
Cn1c(=O)c2c(ncn2CCC(=O)N/N=C/c2ccccc2)n(C)c1=O,3.7,-1.5
CC1C(=O)NN=C1C(=O)N/N=C\C(Br)=C\c1ccccc1 (stereo unspecified),4.7,-4.1
N#Cc1cccc(NC(=O)CNc2cc(S(=O)(=O)N3CCOCC3)ccc2N2CCCC2)c1,-13.9,0.8
Cc1ccc(Cn2ccc(O)c(Cc3ccccc3)c2=O)cc1,-1.8,-2.6
N#CC1=C(Nc2ccccc2)SC=C(c2ccc(Br)cc2)N=C1N1CCOCC1,42.1,-4.1
COc1ccc(-c2[nH]c(-c3ccc(C)cc3)nc2SCC(=O)NC2CCCC2)cc1,0.0,-8.0
COc1ccc(/C=C/C(=O)OCC(=O)NC(C)CCc2ccccc2)cc1 (stereo unspecified),-1.3,-2.6
Cc1cc(=O)[nH]c(SCc2nc3ccc([N+](=O)[O-])cc3[nH]2)n1,-3.7,2.9
Nc1cccc(S(=O)(=O)Nc2ccc(SC(F)F)cc2)c1,2.2,-2.1
COc1ccc(N2CC(=O)N(c3ccccc3)C2=S)cc1,-18.0,-1.1
O=C(Nc1ccc(S(=O)(=O)N2CCOCC2)cc1)C1CCN(S(=O)(=O)c2ccc(Cl)cc2)CC1,-3.2,-7.4
COc1ccc(C(=O)Nc2ccc(/C(C)=N/NC(=O)c3ccncc3)cc2)cc1,6.8,0.9
Cn1c(SCC(=O)NC2CCCCC2)nc2c(c1=O)SCC2,3.5,-2.8
O=C(NNC(=O)C1CCN(c2ncccn2)CC1)c1ccncc1,0.8,-13.4
O=C(COc1cccc2cccnc12)N/N=C/c1cccn1-c1ccc(F)cc1,-33.5,2.0
c1ccc(Cc2nnc(-c3ccccc3)o2)cc1,12.1,-2.0
CCCCCCCC(=O)Nc1ccc(S(=O)(=O)Nc2nccs2)cc1,0.3,7.0
Cc1cnc(C(=O)OCC(=O)Nc2ccccc2[N+](=O)[O-])cn1,19.8,-7.2
CCOc1ccc(C(=O)NCC(=O)OCC(=O)N2CCC(C)CC2)cc1,2.6,-11.2
C=C1C(=O)O[C@H]2C[C@H]1[C@@H](OC(C)=O)C/C(C)=C/CC/C(C)=C\CC[C@]2(C)O,108.2,-83.0
CN(C)Cc1ncccc1Oc1nc2cc(-c3cccc(Cl)c3)sc2c(=O)n1C,22.2,21.7
Cc1cc(CNC(=O)COC(=O)c2ccc(Cl)c(N)c2)cc(C)c1O,-1.0,6.6
CCN1C(=O)N(C)[C@@H](c2ccccc2)C(C(=O)OC)=C1C,-4.6,-0.5
O=C(Nc1ccc(Cl)cc1)c1csc(-c2ccncc2)n1,3.0,-3.3
CN(C)CCCNC(=O)c1cc(C(=O)C2CCCCC2)c[nH]1,-23.2,-4.8
C[C@H](NC(=O)c1nc[nH]c1C(=O)NCc1ccc(CNC(=O)OC(C)(C)C)cc1)c1ccccc1,-2.8,7.9
COc1ccccc1NC(=O)CC1COc2ccccc2O1 (stereo unspecified),-1.4,-1.7
CCCCNC(=O)[C@@H]1CC=C[C@@H]2CCN(C3CC3)C(=O)[C@@H]21,-5.6,1.5
Cc1cc(C)c(S(=O)(=O)N2CCCC2CNC(=O)c2ccc3c(c2)OCO3)c(C)c1 (stereo unspecified),22.3,1.3
COC(=O)[C@H](CCSC)NC(=O)Nc1cccc(C)c1C,2.2,-1.5
CC(C)CN(C(=O)CC1CCCC1)c1c(N)n(Cc2ccccc2)c(=O)[nH]c1=O,9.5,0.5
NNC(=O)c1csc(COc2cc(Cl)cc(Cl)c2)n1,-4.2,13.8
Cc1cccc(OCC(=O)NCC(=O)N/N=C/c2cccnc2)c1,9.9,-8.0

# More entries
SMILES,TAG inh,TAG inh DAPI viability
O=C(NCc1cccnc1)c1csc([C@H]2C[C@H](O)[C@@H](CO)O2)n1,-1.2,-1.9
C/C(=N\NC(=O)Cc1ccc(Cl)cc1)c1cccnc1,-15.1,3.6
CCn1c(C)c(C(C)=O)c(N2CCCCC2)nc1=S,2.4,-5.1
NC(=O)c1ccsc1NC(=O)COC(=O)/C=C/c1ccccc1[N+](=O)[O-],7.5,-4.9
COCCOn1c(SCCOC)nc2ccccc2c1=O,-2.5,-12.1
COc1ccc(CC(O)CO)cc1OCc1ccccc1 (stereo unspecified),4.5,-8.9
COc1ccc(C)cc1NC(=O)C1CC(=O)N(CCc2ccccc2)C1 (stereo unspecified),8.8,-1.9
COc1ccc(Cl)cc1S(=O)(=O)NC(C)c1cnn(-c2ccccn2)c1C (stereo unspecified),9.5,-5.9
COc1ccc(C(=O)COc2ccc(F)cc2)c(O)c1C,5.7,-7.6
C[C@@H]1CCCCO[C@H](CN(C)C(=O)Nc2ccccc2)[C@@H](C)CN([C@H](C)CO)C(=O)c2cc(NS(=O)(=O)c3cn(C)cn3)ccc2O1,-8.6,8.2
CCOC(=O)C1=CN(Cc2ccco2)S(=O)(=O)N(C)C1c1ccccc1 (stereo unspecified),-13.1,-3.1
C=CCNc1nc(C(=O)OCC(=O)c2ccc(F)cc2)cs1,12.9,2.6
O=C(NCCS(=O)(=O)N1CCN(c2ccccc2)CC1)c1cccc(F)c1,-9.4,3.3
O=C(OCC(=O)N1CCN(C(=O)c2ccco2)CC1)c1ccccc1NCCO,6.6,4.3
CCOC(=O)c1c(NC(=O)CSc2ncn[nH]2)sc(C(=O)N(C)C)c1C,4.2,-2.4
CC(C)N(C(=O)CSc1nnc(NC(=O)Cc2cccs2)s1)C(C)C,-4.6,-1.6
CC(OC(=O)C1CCN(S(=O)(=O)c2ccc(C(C)(C)C)cc2)CC1)C(=O)N1CCOCC1 (stereo unspecified),-4.2,4.7
CC1=NN(C(=S)Nc2ccccc2)C(C)(C)C1,-3.4,10.5
O=C(NC1CCC(O)CC1)c1cc(Cl)c2c(c1)OCCO2 (stereo unspecified),14.4,-6.8
Cc1ccc(NC(=O)C2CC(=O)N(Cc3ccccc3)C2)nc1 (stereo unspecified),28.2,0.5
CCOC(=O)C1CCN(C(=O)CSc2ccc(Cl)cc2)CC1,-18.8,5.5
CC(=O)N1CCc2cc3nc(C)cc(C)c3cc21,5.8,10.6
O=C(Nc1ccc(S(=O)(=O)Nc2nccs2)cc1)c1cccc(S(=O)(=O)N2CCOCC2)c1,-5.1,2.7
COc1ccc(CNC(=O)COC(=O)CN2C(=O)COc3ccccc32)cc1,-2.3,8.4

# A second format for some results above.
Molecule | TAG inh | TAG inh DAPI viability
CCOC(=O)c1c(NC(=O)CSc2ncn[nH]2)sc(C(=O)N(C)C)c1C | 4.2 | -2.4
CC(C)N(C(=O)CSc1nnc(NC(=O)Cc2cccs2)s1)C(C)C | -4.6 | -1.6
CC(OC(=O)C1CCN(S(=O)(=O)c2ccc(C(C)(C)C)cc2)CC1)C(=O)N1CCOCC1 (stereo unspecified) | -4.2 | 4.7
CC1=NN(C(=S)Nc2ccccc2)C(C)(C)C1 | -3.4 | 10.5
O=C(NC1CCC(O)CC1)c1cc(Cl)c2c(c1)OCCO2 (stereo unspecified) | 14.4 | -6.8

# Going on with the list.
SMILES,TAG inh,TAG inh DAPI viability
Nc1ccc2c(c1)C(O)c1ccc(Cl)cc1-2 (stereo unspecified),3.5,0.4
CCOc1cc2c3c(c1)C1(C(=O)N3C(C)(C)CC2C)C(C#N)=C(N)N2C(=C1C#N)Nc1ccccc12 (stereo unspecified),3.6,-4.5
CCN1C(=O)[C@H]2[C@@H](c3ccc(-c4ccc(Cl)c(Cl)c4)c(OC)c3)N[C@@](C)(C(=O)OC)[C@H]2C1=O,21.5,2.0
COc1ccccc1C(=O)NCCC(=O)N1CCN(C(C)=O)CC1,12.9,-4.3
O=C(CN(Cc1cccs1)C(=O)CNS(=O)(=O)c1ccc(F)cc1)NCc1ccco1,-9.0,3.3
O=C(CC(O)(C(F)(F)F)C(F)(F)F)Nc1ccc(Cl)c(Cl)c1,1.7,-12.4
O=C(c1cc2ccccc2oc1=O)N(Cc1ccccc1)CC1CCCO1 (stereo unspecified),4.8,-8.9
CCOC(=O)c1cnc2c(C)c(Cl)ccc2c1N1CCN(CC)CC1,8.9,5.7
Cn1cc2cc(NC(N)=S)ccc2n1,7.5,-7.3
COc1cccc(NC(=O)CSc2nnc(-c3cccc(OC(C)C)c3)n2N)c1,16.3,-2.9
Cc1ccccc1C(=O)Nc1nnc(CC(=O)N/N=C/c2cn(Cc3ccccc3)c3ccccc23)s1,2.1,3.8
CCN(CC)S(=O)(=O)c1ccc(N2CCOCC2)c(NC(=O)c2nn(C(C)C)c(=O)c3ccccc23)c1,14.9,-19.9
CC(=O)c1c(C)[nH]c(C(=O)CSc2nc3ccccc3n2C)c1C,-47.8,16.2

# Quoted from the listing:
# Under TAG inh DAPI viability, `CCN(CC)S(=O)(=O)c1ccc(N2CCOCC2)c(NC(=O)c2nn(C(C)C)c(=O)c3ccccc23)c1` is entered as -19.9
# Under TAG inh, `COc1ccccc1C(=O)NCCC(=O)N1CCN(C(C)=O)CC1` is entered as 12.9
# Under TAG inh DAPI viability, `O=C(c1cc2ccccc2oc1=O)N(Cc1ccccc1)CC1CCCO1` (stereo unspecified) is entered as -8.9
# Under TAG inh DAPI viability, `CCN1C(=O)[C@H]2[C@@H](c3ccc(-c4ccc(Cl)c(Cl)c4)c(OC)c3)N[C@@](C)(C(=O)OC)[C@H]2C1=O` is entered as 2.0
# Under TAG inh DAPI viability, `O=C(CN(Cc1cccs1)C(=O)CNS(=O)(=O)c1ccc(F)cc1)NCc1ccco1` is entered as 3.3

# Some of the compounds tested; rates above refer to the full screens.
